KLK5 inh = inhibitors of human kallikrein 5 | 210,000 tested, 0.59% active | AID 873 | inhibition, % at 5 µM | recombinant hK5, fluorogenic AMC substrate cleavage;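 active = inhibition of 40% or more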;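 also: 0% = enzyme controls without compound and 100% = no-enzyme blanks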
Target sequence (Q9Y337 67-293 limits assumed): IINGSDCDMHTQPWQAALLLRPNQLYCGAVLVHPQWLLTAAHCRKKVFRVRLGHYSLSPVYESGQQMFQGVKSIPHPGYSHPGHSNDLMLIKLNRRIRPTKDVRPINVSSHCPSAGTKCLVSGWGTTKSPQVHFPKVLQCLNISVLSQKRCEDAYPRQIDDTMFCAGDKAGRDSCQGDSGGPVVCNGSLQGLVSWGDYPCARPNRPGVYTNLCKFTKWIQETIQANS
Wee1 degr inh = inhibitors of human Wee1 degradation; 220,000 tested, 1.2% active; reporter increase, % at 5 µM; HeLa Luc-Wee1K328M stability, luciferase luminescence; 100% = proteasome inhibitor MG132 effect; AID 1321;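 active = activation above the mean of all tested compounds plus 3 SD, set per screening run, cut at about 8.8% in these data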;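 also: cells exposed to compound for 20 h before luminescence read; 0% = DMSO alone and 100% = MG132 at 30 µM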
eIF4E 4G PPI = eIF4E/eIF4G interaction inhibition in translation initiation; P63073+Q04637; TR-FRET eIF4E-eIF4GI(517-606) binding, 2 h; inhibition, % at 21.7 µM; 220,000 tested, 0.37% active; AID 782;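 active = inhibition above about 30%, limit read from the data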;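 also: 0% = full FRET control wells and 100% = background wells lacking eIF4GI fragment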
p97 ATPase inh = inhibitors of human p97 ATPase | recombinant p97 ATPase, Kinase-Glo ATP luminescence, 3 h | inhibition, % at 8 µM | 220,000 tested, 0.42% active | AID 1481; in the data active = inhibition above about 15%;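 also: 0% = DMSO vehicle and 100% = wells lacking enzyme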
MDM2 E3 inh = inhibitors of human Mdm2 E3 ubiquitin ligase; AID 1230; signal enhancement, % at 5 µM; Q00987; 210,000 tested, 0.11% active; cell-based MDM2 ubiquitination luciferase reporter, 2 h; 0 = plate control, 100 = twice control, blank-subtracted;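 active = signal enhancement of 30% or more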;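 also: luminescence tracks abundance of the self-degrading MDM2-luciferase fusion protein; higher signal means inhibition of MDM2 E3 ligase activity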
Target sequence (Q00987 whole entry, looked up, the tested form may be a part): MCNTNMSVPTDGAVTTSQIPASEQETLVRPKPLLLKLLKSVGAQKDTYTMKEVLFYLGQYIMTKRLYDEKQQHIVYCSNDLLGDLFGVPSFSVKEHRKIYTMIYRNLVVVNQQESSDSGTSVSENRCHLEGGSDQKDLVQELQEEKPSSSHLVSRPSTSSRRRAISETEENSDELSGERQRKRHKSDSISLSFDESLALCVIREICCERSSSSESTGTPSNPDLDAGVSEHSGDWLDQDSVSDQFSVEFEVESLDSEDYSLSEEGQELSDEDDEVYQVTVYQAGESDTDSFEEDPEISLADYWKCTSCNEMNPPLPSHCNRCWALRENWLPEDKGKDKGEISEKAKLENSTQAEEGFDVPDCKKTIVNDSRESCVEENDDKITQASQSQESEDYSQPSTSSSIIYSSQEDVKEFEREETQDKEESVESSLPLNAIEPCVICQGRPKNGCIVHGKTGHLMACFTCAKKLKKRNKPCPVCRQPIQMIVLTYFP
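test system = mammalian cells stably expressing self-ubiquitinating, self-degrading MDM2 E3–luciferase fusion | quantity = 2000 cells/well | incubation = cell settling 4 h, compound treatment 2 h, both 37 °C | signal = luminescence with SteadyLite reagent, 15 min at room temperature | evaluation = % enhancement relative to plate controls after blank subtraction | benchmarks = plate controls and plate blanks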
FXIa inh = blocks human coagulation factor XIa protease activity; purified FXIa, Boc-Glu-Ala-Arg-AMC fluorogenic substrate; inhibition, % at 5 µM; 220,000 tested, 0.14% active;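 active = inhibition of at least 40%; inactive = inhibition below 40%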;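 also: fluorescence of freed AMC excited at 355 nm; 0% = enzyme without compound and 100% = no enzyme blank; many of its hits are not listed in these tables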
FXIIa inh = inhibitors of human coagulation factor XIIa; AID 800; purified FXIIa, Boc-QGR-AMC fluorogenic substrate, 2 h; P00748; 220,000 tested, 0.3% active; inhibition, % at 5 µM; in the data active = inhibition above about 40%;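 also: 0% = enzyme with no compound and 100% = blank without enzyme; many of its hits are not listed in these tables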
Rad51 HR inh = blocks human Rad51 in homologous recombination; AID 1385; Q06609; hRad51 DNA strand exchange, fluorescence dequenching; inhibition, % at 10 µM; 200,000 tested, 0.085% active;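 active = inhibition above 40% at the single screening dose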;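 also: 0% = DMSO control wells and 100% = blanks with heterologous ssDNA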
Target sequence (Q06609 whole entry, looked up): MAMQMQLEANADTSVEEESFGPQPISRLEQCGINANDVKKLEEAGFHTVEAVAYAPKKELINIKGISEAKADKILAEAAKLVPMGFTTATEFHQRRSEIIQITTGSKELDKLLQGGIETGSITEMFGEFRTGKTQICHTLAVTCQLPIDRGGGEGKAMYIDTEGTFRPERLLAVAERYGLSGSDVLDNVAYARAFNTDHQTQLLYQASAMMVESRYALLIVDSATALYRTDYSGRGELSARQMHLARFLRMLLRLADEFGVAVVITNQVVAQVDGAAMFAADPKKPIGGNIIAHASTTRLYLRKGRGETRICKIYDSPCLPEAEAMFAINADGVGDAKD
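material = hRad51 filaments on single-stranded DNA | reagent = Donor/quencher-labelled 47-bp dsDNA substrate | compound = 10 µM final, single point | schedule = strand-exchange reaction 15 min at room temperature | measured by = fluorescein emission 520 nm, excitation 485 nm | read-out basis = % inhibition versus plate control and blank means | benchmarks = plate controls and plate blanks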
14-3-3 Bad inh = disrupts binding of bovine 14-3-3 zeta to phospho-Bad peptide. TR-FRET 14-3-3zeta/Dy647-pBad peptide displacement, 1 h. inhibition, % at 21.7 µM. 220,000 tested, 0.71% active;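 active = inhibition above about 70%, limit read from the data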;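 also: 0% = full 14-3-3 plus peptide FRET controls and 100% = background without 14-3-3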
* marks the source's active call; other numbers are inactive results; nt = no result given; [ ] = remark or other dose.

SMILES	KLK5 inh	Wee1 degr inh	eIF4E 4G PPI	p97 ATPase inh	MDM2 E3 inh	FXIa inh	FXIIa inh	Rad51 HR inh	14-3-3 Bad inh
COc1cccc(-n2c(O)c(C=NCc3ccccn3)c3ccccc3c2=O)c1	3	-1	4	2	-12	2	17	18	0
Oc1ccc(N=Nc2ccc3c(c2)OCCO3)c2cccnc12	-6	0	1	4	-19	0	3	-5	-17
COc1cccc(S(=O)(=O)N2CCOCC2)c1	-16	-3	0[fluorescence artefact?]	-2	-11	-9	8	2	0
NS(=O)(=O)c1ccc(C(=O)Nc2ccc(-c3nc4cccnc4s3)cc2)cc1	-1	2	-11	7	-9	2	10	-2	8
Cc1sc2ncnc(SCC(=O)NNC(=O)COc3cccc4ccccc34)c2c1C	-9	-1	nt	5	-9	0	12	-33	nt
CC(C)C(=O)Nc1nnc(SCC(=O)NCc2cccs2)s1	-12	-4	0	-9	-12	-12	-3	nt	-4
Cn1cc(CC(=O)N2CCN(c3ccccc3F)CC2)c2ccccc21	-5	0	-3	-1	-23	0	8	3	-10
CN(C)c1ccc(C2CC(=O)OC3=C2C(=O)CC(C)(C)C3)cc1 (stereo not drawn)	5	-1	2	1	-9	-4	7	8	-9
O=C(c1ccc(F)cc1)C1CCN(C(=O)NCc2ccccc2)CC1	-14	0	-1	-5	-2	5	9	-2	6
O=C(CSc1ccc(Cl)cc1)N1CCN(c2c(Cl)cccc2[N+](=O)[O-])CC1	2	-1	-10	-5	2	-6	3	1	5
O=[N+]([O-])c1cccc(S(=O)(=O)N2CCCCCC2)c1	2	-1	-1	4	-3	0	10	nt	-11
O=C(O)/C=C/c1ccc([N+](=O)[O-])o1	-2	-3	16	5	-13	-3	5	0	30
COC(=O)CC/C(O)=C1\C(=O)CC(C)(C)CC1=NCc1nc2ccccc2[nH]1	nt	3	3	0	-8	-7	8	nt	-6
COCCCC1CCN(C(=O)CCc2nnc(CCCCc3ccccc3)o2)CC1	-2	-3	0	-5	5	-4	8	1	-6
Cc1nc(NC(=O)c2ccc(Cl)cc2)sc1-c1csc(Nc2cccc(F)c2)n1	19	0	-11	5	-12	-1	5	-10	73*
Cc1ccc(NC(=O)C2CCCN(S(=O)(=O)c3c(C)noc3C)C2)nc1 (stereo not drawn)	-12	-2	0	3	-8	1	5	7	6
Cc1cccc2cc(/C=N/NC(=O)[C@H]3C[C@@H]3c3ccccc3)c(Cl)nc12	-6	-2	2	-1	nt	-6	3	21	2
Cc1ccc(S(=O)(=O)NC(=O)COc2ccccc2C(N)=O)cc1	0	-1	2	-1	-6	19	24	-6	11[fluorescence artefact?]
O=C(COC(=O)C1CSC2(c3ccc(F)cc3)CCC(=O)N12)NC(=O)NC1CCCC1 (stereo not drawn)	3	-2	-4	-1	-8	0	5	7	-7
Cc1cccc(C(=O)NNC(=O)/C=C/C(=O)O)c1	-5	2	-1	0	-19	-3	5	3	-6
CCCC(c1nnnn1C1CCCC1)N1CCN(c2ccccc2F)CC1 (stereo not drawn)	-5	-2	1	-1	1	6	17	12	81*
COc1ccc(C2(C(=O)NCCCN(C)C)CCOCC2)cc1	2	-1	-5	1	0	0	12	-10	4
CC(=O)Nc1ccc(C(=O)N/N=C/c2ccncc2)cc1	-11	0	1	-2	-7	-5	-1	-44	-9
Cc1ccc2c(c1)C1CN(C)CCC1N2C(=O)c1cccc(S(=O)(=O)N2CC(C)CC(C)C2)c1 (stereo not drawn)	3	-2	-3	0	-8	0	6	-1	-2
N#C/C(=C\c1ccc(-c2cccc(C(F)(F)F)c2)o1)C(=O)Nn1cnnc1	6	2	-2	2	-2	8	12	4	3
Cc1cccc(C)c1N(CC(=O)Nc1cccc(N(C)S(C)(=O)=O)c1)S(C)(=O)=O	-7	0	5	2	-23	-1	6	-11	-6
COc1ccc(NS(=O)(=O)c2cc(NC(=O)/C=C/c3cccs3)ccc2N2CCOCC2)cc1	-1	-1	8	9	0	3	6	-2	-7[fluorescence artefact?]
O=C(O)c1ccc(-n2c(-c3ccccc3)n[nH]c2=S)cc1	-9	-1	10[fluorescence artefact?]	5	-16	-2	10	7	3[fluorescence artefact?]
CCc1ccccc1NC(=S)N(Cc1ccco1)C(C)c1cccs1 (stereo not drawn)	-11	-1	2	-3	4	-8	4	-8	-3
CCS(=O)(=O)NCCc1csc(-c2ccc(OC)c(OC)c2)n1	1	-1	-6	5	3	1	7	nt	3
Cc1cc(C)cc(OCC(=O)Nc2ccc(S(=O)(=O)Nc3ccccn3)cc2)c1	-3	0	1	5	-16	-2	2	nt	-5
COc1cc(S(=O)(=O)N2CCN(c3ccccc3)CC2)ccc1Cl	5	1	2	1	-8	6	14	-8	4
CCCOc1ccc2ccccc2c1/C=N/n1cnnc1	-9	-2	0	8	-13	3	9	4	-3
COc1cccc(NC(=O)CC2SC(=Nc3ccccc3)NC2=O)c1 (stereo not drawn)	-19	1	-7	3	-12	5	7	nt	-2
CC(C)C(=O)NC(Nc1cccc([N+](=O)[O-])c1)C(Cl)(Cl)Cl (stereo not drawn)	0	0	1	4	-15	2	6	-1	2
CCSc1cc(C2C(C(=O)OC)=C(C)NC3=C2C(=O)CCC3)c(C)o1 (stereo not drawn)	-21	-2	5	1	-2	10	9	1	52
Cc1cc(/C=N/NC(=O)C(=O)N2CCCC2)c(C)n1-c1cccc(Br)c1	4	-1	-2[fluorescence artefact?]	2	10	6	11	9	-8
COc1ccc(C2=Nn3c(nnc3-c3ccccn3)SC2)cc1	2	6	4	-1	1	-5	-11	-7	3
Cc1ccccc1SC1CCN(Cc2nc(C3CC3)no2)CC1	1	-2	3	3	-5	-4	1	-63	-6
O=P(COCCCCCOCP(=O)(c1ccccc1)c1ccccc1)(c1ccccc1)c1ccccc1	-11	0	1	-8	-7	9	9	-20	-11

Reprinted at random: 5 compounds from above.
SMILES	KLK5 inh	Wee1 degr inh	eIF4E 4G PPI	p97 ATPase inh	MDM2 E3 inh	FXIa inh	FXIIa inh	Rad51 HR inh	14-3-3 Bad inh
COc1ccc(C2=Nn3c(nnc3-c3ccccn3)SC2)cc1	2	6	4	-1	1	-5	-11	-7	3
CC(C)C(=O)NC(Nc1cccc([N+](=O)[O-])c1)C(Cl)(Cl)Cl (stereo not drawn)	0	0	1	4	-15	2	6	-1	2
O=P(COCCCCCOCP(=O)(c1ccccc1)c1ccccc1)(c1ccccc1)c1ccccc1	-11	0	1	-8	-7	9	9	-20	-11
CCSc1cc(C2C(C(=O)OC)=C(C)NC3=C2C(=O)CCC3)c(C)o1 (stereo not drawn)	-21	-2	5	1	-2	10	9	1	52
Cc1cc(/C=N/NC(=O)C(=O)N2CCCC2)c(C)n1-c1cccc(Br)c1	4	-1	-2[fluorescence artefact?]	2	10	6	11	9	-8

Going on with the list.
SMILES	KLK5 inh	Wee1 degr inh	eIF4E 4G PPI	p97 ATPase inh	MDM2 E3 inh	FXIa inh	FXIIa inh	Rad51 HR inh	14-3-3 Bad inh
O=[N+]([O-])c1cccc(-c2csc(CS(=O)(=O)Cc3ccco3)n2)c1	19	0	-4	1	-15	-23	-4	-8	-5
OCC[n+]1ccc(/C=C/c2c[nH]c3ccccc23)cc1	-20	-4	5	1	-22	2	8	-286	-7
O=C(NC1CCCCC1)C(c1ccc2ncccc2c1)N(Cc1ccc2c(c1)OCO2)C(=O)c1cccs1 (stereo not drawn)	-19	-2	-16	7	-19	6	16	-8	-1
O=C(O)/C(=C/c1ccco1)c1ccccc1	-5	-1	0	0	-17	-3	6	7	-4
CCCN(CCC)CCCNC(=S)Nc1ccc2nc(N3CCCC3)cc(C)c2c1	-4	0	1	5	-3	-3	nt	2	-15
S=C(NCc1cccnc1)Nc1ccc(Oc2ccc(Cl)cc2)cc1	-8	6	-1	3	-9	-5	0	-7	-4
O=C(CSc1ncc(-c2ccccc2)[nH]1)Nc1ccccc1F	-6	2	-6	-4	-14	-3	-3	-2	-8
COC(=O)c1ccccc1NS(=O)(=O)c1ccc(F)cc1	2	-2	1	-3	1	0	17	8	4
COc1ccc(-c2nnc3sc(-c4cccs4)nn23)cc1OC	-11	0	-8	-9	-14	7	20	-5	-8
COc1ccc(N2C(=O)CS(=O)C(c3ccccc3)C2=O)cc1 (stereo not drawn)	18	-3	5	-4	-28	9	14	-8	-6
Cc1cc(C)cc(-n2c(C)cc(/C=C3\C(=N)N4N=C(CC(C)C)SC4=NC3=O)c2C)c1	1	2	4	-2	-4	11	11	0	-3[fluorescence artefact?]
O=C(CCCCCN1C(=O)CCC1=O)Nc1ccc2c(c1)OCCO2	-23	0	-2	-4	-4	0	0	nt	8[fluorescence artefact?]
COc1ccc(-c2noc(=O)n2CC(=O)N2CCC(Cc3ccccc3)CC2)cc1	0	-4	0	6	-6	-2	3	13	-3
COc1ccc(Br)cc1CNC(=O)CCc1nc(-c2ccccc2F)no1	9	3	1	-7	-16	4	8	-1	9
COCc1cc(=O)n2[nH]c(-c3ccsc3-n3c(C)ccc3C)cc2n1	-6	-2	0	4	-16	-12	13	9	5
Cc1cc(NC(=O)Cn2c(=O)n(Cc3ccccc3)c(=O)c3ccccc32)no1	16	-1	0	-1	2	3	17	nt	6
CN(C)CCP(=O)(c1ccccc1)c1ccccc1	-19	-1	-9	1	-43	-5	-7	15	-10
COc1cc(C)c(Cl)cc1S(=O)(=O)n1ccnc1C	-22	0	-4	3	-5	1	10	6	15[fluorescence artefact?]
Cc1ccc(OCCCOc2cccc3cccnc23)cc1C	-6	0	-5	-6	-16	-2	4	5	-3[fluorescence artefact?]
Cc1nnc(-c2cnn(C)c2N)n1CCCN(C)C	-5	2	4	2	-5	-3	0	-25	-9
COc1cc(C(=O)NC2CC(C)(C)NC(C)(C)C2)cc(OC)c1OC	6	2	5	3	-2	5	11	nt	-2
O=C(NN1C(=O)/C(=C\c2cccnc2)SC1=S)c1ccco1	-3	-4	-7	4	-5	2	4	-5	-7
CCOC(=O)c1c(C)[nH]c(C2=NNC(=Nc3ccc(OCC)cc3)SC2)c1C	-8	-3	16	3	-3	-5	-1	-11	4
O=C(/C(=C(\[O-])c1ccccc1)[n+]1ccc2ccccc2c1)c1ccc([N+](=O)[O-])cc1	3	-3	-29	-8	9	15	20	8	10
CCOC(=O)C1CCCN(C(=O)C2CCN(S(=O)(=O)c3cnc[nH]3)CC2)C1 (stereo not drawn)	11	3	0	-2	-5	-5	4	-4	1
CCCCC(=O)NC(=S)Nc1cccc(C(=O)O)c1	4	0	-3	3	2	3	13	-2	-11
CCCCCC(=O)N/N=C/c1ccc(N(C)C)cc1	-12	0	4	5	nt	9	13	nt	-8[fluorescence artefact?]
O=C(O)CC/C(=C\c1ccc(Cl)c([N+](=O)[O-])c1)c1nc2ccccc2s1	-4	0	17	2	18	12	15	2	-3
CCOC(=O)c1c(CSC(=N)N)n(C)c2cc(Br)c(OC(C)=O)cc12	-2	1	-4	0	-8	-2	6	6	2
COc1cccc(-c2nnc3sc(-c4ccc(C)cc4)nn23)c1	0	-1	-6	-1	-9	2	10	nt	1
COc1ccc2[nH]c3c(N4CCC(O)(c5cccc(C(F)(F)F)c5)CC4)ncnc3c2c1	-2	-1	-3	-2	-10	-8	-11	-6	15

Screens deposited in PubChem by several laboratories.
